Screening results: PubChem, Sanford-Burnham Center for Chemical Genomics
SENP8 inh: inhibitors of human SENP8 protease. actives 0.64% (n = 360,000). Q96LD8. recombinant SENP8, Nedd8 substrate fluorescence. inhibition, % at 20 µM; in the data active means inhibition mostly above about 40%, no sharp cut-off; inactive means mostly below about 27%
Target sequence (Q96LD8 whole entry, looked up): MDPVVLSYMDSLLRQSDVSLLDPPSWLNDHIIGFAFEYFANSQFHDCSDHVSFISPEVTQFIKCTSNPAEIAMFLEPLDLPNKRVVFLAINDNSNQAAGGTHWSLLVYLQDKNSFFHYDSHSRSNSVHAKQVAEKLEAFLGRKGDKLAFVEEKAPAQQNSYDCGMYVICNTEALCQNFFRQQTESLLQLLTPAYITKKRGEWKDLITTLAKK
HKDC1 inhibitor: inhibitors of human hexokinase HKDC1; recombinant HKDC1, G6PDH/diaphorase resazurin coupled fluorescence; inhibition, % at 20 µM; actives 0.16% (n = 340,000);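 active means inhibition above about 35% when tested at 20 µM, limit read from the data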;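 further: plate controls were DMSO wells with enzyme for no effect and DMSO wells lacking enzyme for full effect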
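System: Recombinant HKDC1 hexokinase | Amount: HKDC1 at 5 µg/mL | Reagent: Glucose with 1 mM ATP | Doses: Single 20 µM dose | Incubation: Reaction time 90 min, room temperature, protected from light | Signal: Coupled resazurin fluorescence, excitation 525 nm, emission 613 nm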
SENP7 block: blocks the human protease SENP7. recombinant SENP7, Z-RLRGG-aminoluciferin luminescence, 40 min. Q9BQF6. actives 1.5% (n = 330,000). inhibition, % at 5 µM;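 active means inhibition above about 50% at the single test dose, limit read from the data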;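 further: plate controls were DMSO with enzyme for no effect and no enzyme buffer wells for full effect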
Target sequence (Q9BQF6 706-1050 limits assumed): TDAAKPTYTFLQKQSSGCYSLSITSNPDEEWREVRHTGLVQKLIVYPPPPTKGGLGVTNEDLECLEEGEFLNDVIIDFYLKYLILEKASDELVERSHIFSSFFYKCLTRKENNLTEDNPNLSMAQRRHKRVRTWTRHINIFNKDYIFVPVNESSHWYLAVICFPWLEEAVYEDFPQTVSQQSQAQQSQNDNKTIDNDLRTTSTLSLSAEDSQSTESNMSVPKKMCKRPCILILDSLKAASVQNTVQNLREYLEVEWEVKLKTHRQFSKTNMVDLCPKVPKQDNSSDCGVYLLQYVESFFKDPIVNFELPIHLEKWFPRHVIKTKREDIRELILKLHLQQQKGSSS
MPTP block: permeability transition pore inhibition | inhibition, % at 10 µM | isolated mouse mitochondria, Ca2+ swelling absorbance, 30 min | actives 1.4% (n = 360,000) | AID 602449;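 active means inhibition of 50% or more, scaled per plate between neutral and stimulator controls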;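 further: 0% = DMSO wells given calcium and 100% = 1 mM EGTA wells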
SENP6 block: SENP6 protease inhibition | Q9GZR1 | Recombinant SENP6 catalytic domain, aminoluciferin luminescence | inhibition, % at 10 µM | actives 1.8% (n = 330,000) | AID 2599;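 active means inhibition above about 50% at the single tested dose, limit read from the data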;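 further: plate controls were DMSO wells with enzyme for no effect and DMSO wells lacking enzyme for full effect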
Target sequence (Q9GZR1 628-1112 limits assumed): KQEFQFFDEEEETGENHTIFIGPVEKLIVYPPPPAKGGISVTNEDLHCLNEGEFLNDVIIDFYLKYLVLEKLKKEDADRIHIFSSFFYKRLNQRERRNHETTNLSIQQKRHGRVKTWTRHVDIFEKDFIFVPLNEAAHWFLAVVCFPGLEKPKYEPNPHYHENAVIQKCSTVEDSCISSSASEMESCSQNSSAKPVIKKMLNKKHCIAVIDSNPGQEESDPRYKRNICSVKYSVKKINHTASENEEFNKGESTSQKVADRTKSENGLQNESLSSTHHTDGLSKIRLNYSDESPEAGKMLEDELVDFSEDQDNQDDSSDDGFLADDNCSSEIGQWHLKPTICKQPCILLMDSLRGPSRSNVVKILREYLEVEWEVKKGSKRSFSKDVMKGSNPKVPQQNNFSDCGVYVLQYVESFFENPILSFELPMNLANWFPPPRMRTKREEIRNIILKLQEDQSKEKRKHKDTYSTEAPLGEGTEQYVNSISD
ATG4B inhibitor: blocks human ATG4B protease cleavage of LC3 substrate; ATG4B cleavage of LC3-PLA2, NBD-HPC fluorescence, 1 h; Q9Y4P1; inhibition, % at 8.33 µM; actives 0.51% (n = 340,000); in the data active means inhibition above about 40%
GRIN3A LBD mod: modulates the human NR3A ligand-binding domain; actives 2.5% (n = 340,000); Tm shift relative to glycine control, % at 25 µM; NR3A LBD differential scanning fluorimetry, Tm shift; 0% = protein alone, 100% = glycine-bound protein;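 active means melting temperature shift of at least 10% of the positive control shift, at one fixed dose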
PfGluPho inh: PfG6PD (Plasmodium falciparum) enzyme inhibition; PfGluPho enzyme, NADPH resazurin-diaphorase fluorescence; inhibition, % at 20 µM; actives 0.78% (n = 350,000);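 active means inhibition reaching at least a set limit at 20 µM in the primary screen, cut at about 59% in these data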;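 further: 0% = DMSO wells with substrate and 100% = DMSO wells lacking glucose-6-phosphate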
* marks the source's active call; other numbers are inactive results.

Start of the listing, in advance (two entries):
Results for CC1(C)CC(=O)C=C(Nc2ccccc2F)C1 ?
SENP8 inh: 4.2; HKDC1 inhibitor: -2.0; SENP7 block: 5.5; MPTP block: -0.4; SENP6 block: -10.2; ATG4B inhibitor: -2.6; GRIN3A LBD mod: 2.1; PfGluPho inh: -7.6

Results for COC(=O)c1cn(Nc2ncc(C(F)(F)F)cc2Cl)c(=O)c2ccccc12 ?
SENP8 inh: 20.1; HKDC1 inhibitor: -3.8; SENP7 block: -5.0; MPTP block: 0.1; SENP6 block: -23.2; ATG4B inhibitor: 12.0; GRIN3A LBD mod: -1.2; PfGluPho inh: 8.6

Main list, previewed entries included:
Results for CC1(C)CC(=O)C=C(Nc2ccccc2F)C1 ?
SENP8 inh: 4.2; HKDC1 inhibitor: -2.0; SENP7 block: 5.5; MPTP block: -0.4; SENP6 block: -10.2; ATG4B inhibitor: -2.6; GRIN3A LBD mod: 2.1; PfGluPho inh: -7.6

Results for COC(=O)c1cn(Nc2ncc(C(F)(F)F)cc2Cl)c(=O)c2ccccc12 ?
SENP8 inh: 20.1; HKDC1 inhibitor: -3.8; SENP7 block: -5.0; MPTP block: 0.1; SENP6 block: -23.2; ATG4B inhibitor: 12.0; GRIN3A LBD mod: -1.2; PfGluPho inh: 8.6

What do the screens show for `Cc1cccc(NC(=O)c2cccc(C(=O)Nc3cccc(C)c3)n2)c1`?
SENP8 inh: -18.4; HKDC1 inhibitor: -4.4; SENP7 block: 4.3; MPTP block: 5.8; SENP6 block: -4.5; ATG4B inhibitor: -6.5; GRIN3A LBD mod: 4.9; PfGluPho inh: 4.0

How did O=C(NCc1cccnc1)c1ccc(Cn2c(=S)[nH]c3ccc(Br)cc3c2=O)cc1 do in these assays?
SENP8 inh: 13.2; HKDC1 inhibitor: -2.3; SENP7 block: 2.8; MPTP block: -2.1; SENP6 block: -17.2; ATG4B inhibitor: -1.4; GRIN3A LBD mod: 1.7; PfGluPho inh: 14.1

Results for CNC(=O)C1CC(=O)N/C(=N/N=C(\C)c2cccs2)S1 (stereo not drawn) ?
SENP8 inh: 22.2; HKDC1 inhibitor: 1.7; SENP7 block: -0.3; MPTP block: -0.2; SENP6 block: 3.8; ATG4B inhibitor: -9.1; GRIN3A LBD mod: -1.5; PfGluPho inh: -0.1

How did CS(=O)(=O)c1ccc(Cl)c(NC(=O)COC(=O)c2ccc(-n3cnnn3)cc2)c1 do in these assays?
SENP8 inh: -9.6; HKDC1 inhibitor: -1.1; SENP7 block: 5.5; MPTP block: -1.2; SENP6 block: -14.1; ATG4B inhibitor: 3.4; GRIN3A LBD mod: -0.5; PfGluPho inh: 0.0

What do the screens show for `Cc1ccc(-c2nc3cnccn3c2Nc2ccccc2)o1`?
SENP8 inh: -377.7; HKDC1 inhibitor: -0.1; SENP7 block: -4.1; MPTP block: -0.6; SENP6 block: 6.9; ATG4B inhibitor: -11.5; GRIN3A LBD mod: -0.2; PfGluPho inh: 43.6

How did O=C(Nc1nc(-c2ccccc2)cs1)c1cccc([N+](=O)[O-])c1 do in these assays?
SENP8 inh: 11.4; HKDC1 inhibitor: 3.0; SENP7 block: -2.8; MPTP block: 49.6; SENP6 block: 20.7; ATG4B inhibitor: -2.4; GRIN3A LBD mod: 24.4*; PfGluPho inh: 5.6

How did Cc1ccc(C)c(-c2nnc(NC(=O)CS(=O)(=O)c3ccccc3)o2)c1 do in these assays?
SENP8 inh: 3.6; HKDC1 inhibitor: -0.6; SENP7 block: 1.1; MPTP block: -1.4; SENP6 block: -2.5; ATG4B inhibitor: -3.0; GRIN3A LBD mod: -1.8; PfGluPho inh: -16.7

How did COc1ccccc1-c1c(C)nn2c(N3CCN(Cc4ccccc4)CC3)cc(C)nc12 do in these assays?
SENP8 inh: -190.7; HKDC1 inhibitor: 3.8; SENP7 block: 10.7; MPTP block: 0.6; SENP6 block: 1.9; ATG4B inhibitor: 1.6; GRIN3A LBD mod: 1.4; PfGluPho inh: -21.9

What do the screens show for `Cc1ccc2c(CC(=O)NCCc3ccc(S(N)(=O)=O)cc3)coc2c1`?
SENP8 inh: 35.5; HKDC1 inhibitor: 13.1; SENP7 block: -0.9; MPTP block: 0.5; SENP6 block: -12.8; ATG4B inhibitor: 2.4; GRIN3A LBD mod: -0.4; PfGluPho inh: -14.7

How did Cc1cc(/C=N/NC(=O)c2cccs2)c(C)n1-c1ccccc1 do in these assays?
SENP8 inh: -60.0; HKDC1 inhibitor: -3.3; SENP7 block: 32.3; MPTP block: 0.5; SENP6 block: -28.7; ATG4B inhibitor: 5.8; GRIN3A LBD mod: -2.1; PfGluPho inh: 13.6

What do the screens show for `O=C(Cn1ccn(-c2ccc(F)c(F)c2)c(=O)c1=O)NCCc1ccccc1`?
SENP8 inh: -7.7; HKDC1 inhibitor: -5.4; SENP7 block: -15.4; MPTP block: 0.1; SENP6 block: -11.0; ATG4B inhibitor: -11.4; GRIN3A LBD mod: 1.3; PfGluPho inh: 11.3

Results for CCN(CC)CCN1C(=O)c2cccc3cc(N)cc(c23)C1=O ?
SENP8 inh: 1.5; HKDC1 inhibitor: 12.9; SENP7 block: 7.6; MPTP block: -0.3; SENP6 block: 5.6; ATG4B inhibitor: -5.6; GRIN3A LBD mod: -1.1; PfGluPho inh: 11.5

Results for COc1cccc(C(=O)NC2CC3CCCC(C2)N3Cc2ccc(C)cc2)c1 (stereo not drawn) ?
SENP8 inh: 10.1; HKDC1 inhibitor: -7.9; SENP7 block: 0.5; MPTP block: -0.2; SENP6 block: 17.3; ATG4B inhibitor: -3.6; GRIN3A LBD mod: -2.8; PfGluPho inh: 1.0

What do the screens show for `Cc1cc(C)cc(NC(=O)N2CCCC2C(=O)Nc2ccc(-n3cnnn3)c(C)c2)c1` (stereo not drawn)?
SENP8 inh: 14.4; HKDC1 inhibitor: 4.8; SENP7 block: -2.6; MPTP block: -0.1; SENP6 block: -4.5; ATG4B inhibitor: -0.8; GRIN3A LBD mod: -0.2; PfGluPho inh: -9.3

Results for Cc1nc(SC(C)C)[nH]c(=O)c1Cc1ccccc1 ?
SENP8 inh: 17.5; HKDC1 inhibitor: -2.6; SENP7 block: 6.8; MPTP block: 3.4; SENP6 block: -0.5; ATG4B inhibitor: -2.0; GRIN3A LBD mod: -3.1; PfGluPho inh: 3.6

Results for Cc1nc(NC(=O)c2ccccc2)sc1-c1csc(N)n1 ?
SENP8 inh: -24.5; HKDC1 inhibitor: 1.6; SENP7 block: 68.0*; MPTP block: -0.1; SENP6 block: 0.5; ATG4B inhibitor: -4.4; GRIN3A LBD mod: -0.6; PfGluPho inh: 28.4

Results for COc1ccc(NC(C)=O)cc1C ?
SENP8 inh: 4.7; HKDC1 inhibitor: -12.4; SENP7 block: 3.0; MPTP block: 0.6; SENP6 block: -7.8; ATG4B inhibitor: -2.9; GRIN3A LBD mod: -4.8; PfGluPho inh: 8.3

Results for OCCNc1ncnc2c1cnn2Cc1ccccc1 ?
SENP8 inh: 16.0; HKDC1 inhibitor: -1.2; MPTP block: 0.2; ATG4B inhibitor: -1.5; GRIN3A LBD mod: -0.3; PfGluPho inh: -7.6

Results for CC(=O)Nc1cc(NC(C)=O)cc(C(=O)N2CCCC3CCCCC32)c1 (stereo not drawn) ?
SENP8 inh: -1.8; HKDC1 inhibitor: 3.6; SENP7 block: -5.7; MPTP block: -0.6; SENP6 block: -4.5; ATG4B inhibitor: -4.5; GRIN3A LBD mod: 0.6; PfGluPho inh: 0.3

Results for COc1ccc(COC(=O)c2sc3nc4n(c(=O)c3c2C)CCC4)cc1 ?
SENP8 inh: -36.2; HKDC1 inhibitor: 0.3; SENP7 block: -1.4; MPTP block: -1.2; SENP6 block: -16.7; ATG4B inhibitor: 4.4; GRIN3A LBD mod: -0.6; PfGluPho inh: -11.8

Results for COc1ccc(-c2noc(CCC(=O)N3CCN(c4ccccc4F)CC3)n2)cc1 ?
SENP8 inh: -48.1; HKDC1 inhibitor: 2.5; SENP7 block: 10.0; MPTP block: 0.3; ATG4B inhibitor: 6.8; GRIN3A LBD mod: 1.6; PfGluPho inh: -9.8

Results for O=C(CCS(=O)(=O)c1ccccc1)NNC(=O)COc1ccc(F)cc1 ?
SENP8 inh: 8.8; HKDC1 inhibitor: -1.7; SENP7 block: 9.9; MPTP block: -0.4; SENP6 block: 4.2; ATG4B inhibitor: -2.5; GRIN3A LBD mod: 1.1; PfGluPho inh: 11.3

What do the screens show for `NC(=O)c1nsc(C(=O)N(Cc2cccnc2)C(C(=O)NCc2ccccc2)c2ccc(O)cc2)c1N` (stereo not drawn)?
SENP8 inh: -297.0; HKDC1 inhibitor: 1.8; SENP7 block: -4.1; MPTP block: 0.2; SENP6 block: 0.3; ATG4B inhibitor: -2.9; GRIN3A LBD mod: 0.0; PfGluPho inh: -5.7

What do the screens show for `Cc1ccc(CN2CCN(/N=C/c3ccc(C(=O)O)cc3)CC2)cc1`?
SENP8 inh: 5.8; HKDC1 inhibitor: -7.4; SENP7 block: 0.2; MPTP block: -0.1; SENP6 block: -12.0; ATG4B inhibitor: -0.8; GRIN3A LBD mod: -5.5; PfGluPho inh: -7.4

What do the screens show for `COc1ccc(OC)c(CCNC(=O)CCCc2nnc3n(C)c(=O)c4sccc4n23)c1`?
SENP8 inh: 5.5; HKDC1 inhibitor: -9.4; SENP7 block: 0.8; MPTP block: 0.9; SENP6 block: 13.8; ATG4B inhibitor: -6.7; GRIN3A LBD mod: -3.5; PfGluPho inh: -12.5

Results for C[C@H]1COC2=C1C(=O)C(=O)c1c2ccc2c1CCCC2(C)C ?
SENP8 inh: 25.0; HKDC1 inhibitor: 19.5; MPTP block: 0.4; ATG4B inhibitor: -26.3; GRIN3A LBD mod: -9.7; PfGluPho inh: 27.9

What do the screens show for `Cc1cccc(OCCC(=O)OC(C)C(=O)Nc2ccc(Cl)cn2)c1` (stereo not drawn)?
SENP8 inh: 4.2; HKDC1 inhibitor: 2.4; SENP7 block: -6.3; MPTP block: -2.0; SENP6 block: -2.5; ATG4B inhibitor: -8.1; GRIN3A LBD mod: -0.5; PfGluPho inh: 14.8

How did O=C(O)Cn1c(SCCOc2ccccc2F)nc2ccccc21 do in these assays?
SENP8 inh: 18.8; HKDC1 inhibitor: -5.2; SENP7 block: 14.1; MPTP block: 0.5; SENP6 block: -8.4; ATG4B inhibitor: 5.4; GRIN3A LBD mod: 2.2; PfGluPho inh: 1.7

How did O=C(NCc1cccnc1)c1cc(C(=O)C2CC2)c[nH]1 do in these assays?
SENP8 inh: -8.0; HKDC1 inhibitor: -4.9; SENP7 block: 1.1; MPTP block: -1.4; SENP6 block: -9.2; ATG4B inhibitor: -0.9; GRIN3A LBD mod: 0.9; PfGluPho inh: -7.2

What do the screens show for `O=C(Cn1c(=O)c2c3c(sc2n(Cc2ccccc2)c1=O)CCCC3)NCCO`?
SENP8 inh: 13.9; HKDC1 inhibitor: -3.0; SENP7 block: 5.8; MPTP block: 0.7; SENP6 block: 15.1; ATG4B inhibitor: -4.0; GRIN3A LBD mod: -4.5; PfGluPho inh: 3.2

What do the screens show for `CCc1cccc(C)c1NC(=O)CCCC(=O)O`?
SENP8 inh: 24.1; HKDC1 inhibitor: -9.7; SENP7 block: -1.7; MPTP block: -2.7; SENP6 block: -21.7; ATG4B inhibitor: -4.2; GRIN3A LBD mod: 8.8; PfGluPho inh: -11.6

Results for CN(Cc1ccccc1)S(=O)(=O)c1ccc(NC(=S)NC(=O)C2CCCCC2)cc1 ?
SENP8 inh: 36.2; HKDC1 inhibitor: -4.5; SENP7 block: -4.8; MPTP block: -1.5; SENP6 block: -6.0; ATG4B inhibitor: 27.8; GRIN3A LBD mod: -1.2; PfGluPho inh: -2.8

What do the screens show for `O=C(CCC(=O)c1cccs1)OCC(=O)c1ccc(Cl)s1`?
SENP8 inh: 5.3; HKDC1 inhibitor: 7.0; SENP7 block: -0.8; MPTP block: -0.1; SENP6 block: -23.9; ATG4B inhibitor: 4.6; GRIN3A LBD mod: 1.5; PfGluPho inh: -1.8

How did S=c1[nH]nc(COc2ccc(Cl)cc2)n1Cc1ccccc1 do in these assays?
SENP8 inh: 4.6; HKDC1 inhibitor: -6.8; SENP7 block: -13.6; MPTP block: 0.1; SENP6 block: -13.7; ATG4B inhibitor: -8.9; GRIN3A LBD mod: -1.9; PfGluPho inh: 3.9

No enrichment for hits (roughly 6.9% active in at least one column).
